From PubChem
JMJD2A Tudor inh = blocks the human JMJD2A Tudor domain | O75164 | AlphaScreen JMJD2A-Tudor / H3K4me3 peptide binding | Potency, µM (titrated, usually from 114 µM), for inactives: at the top dose activity change, negative = inhibition, most hits filed as inhibitors | 4.4% of 390,000 active; also: potency is read from the fitted curve at half-maximal effect; % is scaled to controls: 0 for no effect and ±100 for the full control effect; nearly all actives have a fitted effect of over 50% in size
ERG Ets-DNA blk = inhibitors of human ERG Ets domain-DNA interaction | 0.028% of 370,000 active | Potency, µM (series often up to 76.9 µM), without a hit: at the top dose FP activity, negative = inhibition, actives largely listed as inhibitors | AID 624246 | fluorescence polarization, His-ERG Ets domain / labelled DNA | P11308; active = well fitted inhibition curve with a large enough effect in the polarisation, with a control signal flat; inconclusive = small, poorly fitted or top-dose-only effect, or effect the other way, or a change in a side signal; inactive = no such curve, though single readings can be large or run the other way; the % refers to the polarisation;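 also: polarization taken with two DNA probes labelled with fluorescein and Texas red; potency is read from the fitted curve at half-maximal effect; % of control where 0% means no effect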
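His-tagged ERG Ets domain (1 uM in the protein solution; 300mM KCl, 50mM Tris-HCl, 1mM EDTA, 1mM DTT, pH 7.5) received compound, then a probe mix of 5 nM fluorescein-DNA and 100nM Texas-615-DNA. Fluorescence polarization was read for both dyes.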
ALOX12 inh = blocks human arachidonate 12S-lipoxygenase; purified 12hLO, xylenol orange hydroperoxide absorbance; Potency, µM (highest dose often 108 µM), inactives show at the highest dose activity change, negative = inhibition, actives largely listed as inhibitors; 1.1% of 580,000 active; AID 1671190; also: potency is read from the fitted curve at half-maximal effect; % is scaled to controls: 0 for no effect and ±100 for the full control effect
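Hydroperoxide product was detected by ferrous iron/xylenol orange as the 573 to 405 nm absorbance ratio. Arachidonic acid at 40 uM (final) was turned over for 30 min at room temperature by 150 nM human 12hLO, pH 7.0 Hepes buffer, after 15 min compound preincubation.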
G9a inh = G9a (human) methyltransferase inhibition. AID 504332. G9a H3K9 monomethylation, AlphaScreen, 2 h. Potency, µM (top dose mostly 102 µM), without a hit: top-dose activity, negative = inhibition, usual class: inhibitors. 8.8% of 350,000 active; also: potency is read from the fitted curve at half-maximal effect; % is scaled to controls: 0 for no effect and ±100 for the full control effect; nearly all actives have a fitted effect of over 75% in size
Target sequence (Q96KQ7 913-1193 limits assumed): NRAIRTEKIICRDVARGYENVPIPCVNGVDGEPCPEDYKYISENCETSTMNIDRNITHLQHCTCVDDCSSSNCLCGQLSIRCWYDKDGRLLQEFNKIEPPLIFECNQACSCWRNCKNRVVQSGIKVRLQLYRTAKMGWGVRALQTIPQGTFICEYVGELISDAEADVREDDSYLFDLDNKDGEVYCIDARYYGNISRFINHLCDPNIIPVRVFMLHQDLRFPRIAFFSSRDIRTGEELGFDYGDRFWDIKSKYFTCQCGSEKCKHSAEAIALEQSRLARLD
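Step 1: enzyme (final 20 nM) with compound, 15 min RT. Step 2: substrate peptide 500 nM and SAM 20 uM, 2 h RT. Step 3: anti-H3K9me1 antibody and AlphaScreen beads, 10 min, then plate read.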
RGS4 inhibitor = blocks human RGS4-accelerated GTP hydrolysis. 0.039% of 390,000 active. AID 504845. Transcreener GDP fluorescence polarization, RGS4-accelerated GTP hydrolysis. P49798. Potency, µM (highest dose often 114 µM), without a hit: at the highest dose activity change, negative = inhibition, usual class: inhibitors; also: potency is read from the fitted curve at half-maximal effect; % is scaled to controls: 0 for no effect and ±100 for the full control effect; nearly all actives have a fitted effect of over 75% in size; some results filed as inactive show a strong effect at the top dose
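MLSMR compounds (23 nl, pin-transferred) preincubated 10 min at room temperature with a 500nM (2x) first reagent, then RGS4 at 900nM (2x) plus Transcreener GDP mix added; fluorescence polarization (620/688 nm) read before and after 90 min at 30 °C.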
GLS inhibitor = inhibitors of human glutaminase (GLS); O94925; GLS enzymatic activity, qHTS titration; Potency, µM (doses to about 45.5 µM), for inactives: at the top dose activity change, negative = inhibition, usual class: inhibitors; 0.21% of 410,000 active; also: potency is read from the fitted curve at half-maximal effect; % is scaled to controls: 0 for no effect and ±100 for the full control effect
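Two-point fluorescence kinetic (t0, 30 min RT) for hKGA; glutamate detected via glutamate oxidase–HRP–Amplex Red. Substrate: 1 mM L-glutamine solution; buffer 45 mM KH2PO4, pH 8.2.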
PI4K2A inh = PI4K2A (human) kinase inhibition. Q9BTU6. purified PI4K2A, ADP-Glo luminescence, 1 h; hits give low values. activity change, negative = inhibition, % at 76.9 µM. 0.13% of 420,000 active; in the data active = activity change below about -50%; inconclusive = mostly about -30% to -49%;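 also: -100% = wells without enzyme as full effect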
Target sequence (Q9BTU6 whole entry, looked up): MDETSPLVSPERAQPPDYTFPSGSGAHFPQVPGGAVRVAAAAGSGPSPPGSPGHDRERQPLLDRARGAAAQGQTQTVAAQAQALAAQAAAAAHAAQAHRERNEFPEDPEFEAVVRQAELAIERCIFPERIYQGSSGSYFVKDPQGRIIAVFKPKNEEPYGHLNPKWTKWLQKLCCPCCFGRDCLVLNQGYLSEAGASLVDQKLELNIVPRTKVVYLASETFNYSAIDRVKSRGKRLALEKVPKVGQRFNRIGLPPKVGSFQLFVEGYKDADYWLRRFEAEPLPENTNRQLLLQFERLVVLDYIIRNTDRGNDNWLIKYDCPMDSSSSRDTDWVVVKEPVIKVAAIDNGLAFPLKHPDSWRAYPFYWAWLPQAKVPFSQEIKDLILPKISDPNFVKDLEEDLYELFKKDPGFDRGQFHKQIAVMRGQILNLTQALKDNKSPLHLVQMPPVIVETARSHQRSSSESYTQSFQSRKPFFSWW
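Compounds are screened against recombinant PI4K2A using PI as substrate and ATP, the latter dispensed at 300 microM. Reactions run one hour at ambient temperature before ADP-Glo detection; full inhibition defined by wells lacking enzyme.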
HP1b binding inh = HP1-beta chromodomain-methylated histone interaction inhibition; 0.56% of 390,000 active; Potency, µM (top dose mostly 114 µM), inactives show at the highest dose activity change, negative = inhibition, hits mostly inhibitors; P83916; AID 540317; AlphaScreen HP1-beta / biotin-H3K9me3 peptide binding; also: potency is read from the fitted curve at half-maximal effect; nearly all actives have a fitted effect of over 70% in size; inactives centre near 23
Target sequence (P83916 whole entry, looked up): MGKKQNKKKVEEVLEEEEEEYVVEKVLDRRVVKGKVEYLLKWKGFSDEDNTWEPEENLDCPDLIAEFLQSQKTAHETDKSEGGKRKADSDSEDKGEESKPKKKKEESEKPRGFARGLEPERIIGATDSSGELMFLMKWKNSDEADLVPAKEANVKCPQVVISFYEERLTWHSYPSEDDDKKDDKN
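HP1-beta protein (50 nM final) preincubated 30 min at room temperature with biotinylated H3(1-18)K9me3 peptide (50 nM) in PBS pH 7.4, 0.01% Tween-20, then compound added for 30 min. AlphaScreen streptavidin donor/nickel chelate acceptor beads (10 ug/mL final), 30 min dark, luminescence read.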
BAZ2B inh = inhibitors of human BAZ2B bromodomain | AlphaScreen BAZ2B-H3K14Ac peptide displacement | 4.4% of 360,000 active | Q9UIF8 | AID 504333 | Potency, µM (titrated, usually from 114 µM), for inactives: at the highest dose activity change, negative = inhibition, actives largely listed as inhibitors; also: potency is read from the fitted curve at half-maximal effect; % is scaled to controls: 0 for no effect and ±100 for the full control effect; nearly all actives have a fitted effect of over 60% in size
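BAZ2B (50 nM) with biotin-H3(5-23)K14Ac peptide (50 nM) in PBS pH 7.4, 0.01% Tween-20, preformed 30 min, then compound 30 min at room temperature; top concentration 110uM. AlphaScreen streptavidin donor/nickel chelate acceptor beads (10 ug/mL final), 20 min dark, signal read.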
* = called active by the depositor; ? = inconclusive; . = not tested or not shown; [ ] = dose if it differs, or a comment. Unless noted, calls follow the shape of the dose curve; as a rule, active = well fitted curve in the direction sought with a large enough effect; inconclusive = small, poorly fitted or top-dose-only effect, or another doubt; inactive = no such curve, though single readings can be large; an effect the other way counts as inactive or inconclusive. Some of the compounds tested; count on the stated rates, not on these rows.

HP1b binding inh,GLS inhibitor,JMJD2A Tudor inh,BAZ2B inh,ALOX12 inh,mol,ERG Ets-DNA blk,PI4K2A inh,G9a inh,RGS4 inhibitor
40%[activator],-2%,-4%,3%,0%,CC(=O)N1CC=CC1(CC(C)C)C(=O)NCc1cc(F)cc(C(F)(F)F)c1 (stereo not drawn),-11%,-4,21%,-8%
27%,-2%,-17%,11%,9%,COc1ccc(-c2c(C#Cc3ccsc3)c3cc(-c4ccc(OC)c(F)c4)ccc3n2C)cc1,-6%,1,-20%[0.501 µM],14%
-9%,-5%,79µM*,50µM*,6%,O=C(Nc1cnc(N2CCN(c3ccccc3)CC2)c(C(=O)O)c1)c1cccs1,3%,-8,?,-22%
8%[57 µM],3%,-14%,-1%,-26%,CCC(=O)N1CCc2cc(CNS(=O)(=O)c3ccc(Cl)s3)ccc21,-5%,0,14%[59 µM],16%
-19%,0%,2.5µM*,-22%,?,CCC(C)NCCOCCOc1ccc(Cl)cc1Br (stereo not drawn),-4%,-6,2.2µM*,6%
127%[activator],1%,66%[activator],47%[activator],1%,CC(C)OC(=O)c1cccnc1N1CCN(c2cccc(Cl)c2)CC1,3%,0,87%[activator][59 µM],-3%
55%[activator],-5%,1%,0%,0%,CCOc1ccccc1N(CC(=O)Nc1c(C)n(C)n(-c2ccccc2)c1=O)S(=O)(=O)c1ccccc1,11%,3,-20%,-16%
22%,-3%,-1%,-3%,125%[activator],CC(C)NC(=O)C1CCN(C(=O)c2ccc(-c3ccccc3)cc2)CC1,-2%,-11,19%[59 µM],-7%
40%[activator],1%,-8%,-5%,6%,COc1ccc(CCNC(=O)COC(=O)C2COc3ccccc3O2)cc1 (stereo not drawn),0%,-2,-1%[59 µM],10%
11%,1%,-4%,-18%,-2%,O=C(Nn1c(C2CCCCC2)nc2ccccc2c1=O)c1ccc([N+](=O)[O-])cc1Cl,0%,1,-6%,6%
3%,1%,-24%,.,?,O=C(C1=C[C@@H](c2ccc(C(F)(F)F)cc2)C[C@@H](OCCCCO)O1)N1CCCCCCC1,-4%,5,.,-6%
66%[activator],-1%,2%,-11%,-2%,O=C1CCC(=O)N1c1ccc(S(=O)(=O)N2CCCC2)cc1,-1%,-2,5%,-19%
-8%,-7%,?,?,-8%,N#Cc1nc(-c2ccc(COc3ccc(Cl)cc3)o2)oc1N1CCCCC1,0%,1,3.2µM*,1%
39%[activator],12%,2%,15%,11%,NNC(=O)c1ccc(CN2CCCCC2)o1,-26%,3,4%,14%
12%,-5%,-25%,?,-17%,Cc1nc2ccccc2n1CC(=O)N/N=C\C=C\c1ccccc1,-7%,-1,86%[activator][59 µM],-29%
3%,9%,?,-17%,?,COc1ccc(OCC(O)CN2CCN(c3ccc(OC)cc3)CC2)cc1 (stereo not drawn),6%,1,32µM*,3%
?,2%,2.5µM*,-36%,?,O=S(=O)(c1ccc(F)cc1)N1CCN(CC(O)COCc2cccs2)CC1 (stereo not drawn),-4%,5,32µM*,19%
-2%,0%,-10%,-4%,2%,CC1CCN(C(=O)Cn2nnc(-c3ccc(N)cc3)n2)CC1,-5%,-4,6%,-1%
-1%,-2%,?,-3%,125%[activator],O=C1CSC(c2ccccc2)N1c1cccnc1 (stereo not drawn),20%,-3,-1%,-40%
31%,-7%,8%,5%,0%,O=C(C1CCC1)N1CCN(S(=O)(=O)c2ccc([N+](=O)[O-])cc2)CC1,-11%,5,-3%[12.7 µM],15%
19%,5%,-14%,2%,-15%,Cn1c(N)c(C(=O)CSc2nc3ccccc3c(=O)n2Cc2ccccc2)c(=O)n(C)c1=O,11%,1,-1%,-18%
33%,0%,-3%,5%,0%[57.4 µM],Cc1ccc(C(c2sc3nc(C)nn3c2O)N2CC(C)OC(C)C2)cc1 (stereo not drawn),5%,67,-46%[59 µM],24%
0%,-2%,-28%,-24%[57.1 µM],11%,C=C(C)Cn1c(=O)c2c(nc3n2CC(C)CN3Cc2ccccc2)n(C)c1=O (stereo not drawn),1%,-6,?,-38%
10%,3%,-16%,10%,?,CCOC(=O)c1ccc(NC(=S)Nc2ccccn2)cc1,5%,4,-1%[59 µM],-22%
16%,-5%,-11%,-4%,5%,Cc1cc(NC(=O)Nc2cccc(Cl)c2)n(-c2ccccn2)n1,8%,0,47%,?
34%,-8%,-2%,-6%,20%,CCCC(=O)NCCCc1nc2ccccc2n1CC,2%,6,-11%,-19%
51%[activator],4%,-1%,1%,-8%,Cn1ccs/c1=N\S(=O)(=O)c1ccc(F)cc1,2%,-11,-41%[59 µM],1%
42%[activator],-1%,-9%,4%,-31%,CC(C)C[C@@H](CN=[N+]=[N-])N1CCN(Cc2ccccc2)CCC1=O,13%,2,.,-5%
34%,7%,-14%,8%,-11%,O=C(CN(C(=O)CNS(=O)(=O)c1ccccc1)C1CCCC1)NCC1CCCO1 (stereo not drawn),9%,8,10%[2.33 µM],-7%
30%,2%,-11%,.,414%[activator],CCSc1nnc(NC(=O)C2CCN(C(=O)c3ccc(F)cc3)CC2)s1,-9%,-1,.,8%

Reprinted from the part before: two entries, followed by the next part.
HP1b binding inh,GLS inhibitor,JMJD2A Tudor inh,BAZ2B inh,ALOX12 inh,mol,ERG Ets-DNA blk,PI4K2A inh,G9a inh,RGS4 inhibitor
34%,7%,-14%,8%,-11%,O=C(CN(C(=O)CNS(=O)(=O)c1ccccc1)C1CCCC1)NCC1CCCO1 (stereo not drawn),9%,8,10%[2.33 µM],-7%
30%,2%,-11%,.,414%[activator],CCSc1nnc(NC(=O)C2CCN(C(=O)c3ccc(F)cc3)CC2)s1,-9%,-1,.,8%
15%,-1%,4%,?,-3%,COc1cc(NC(=O)c2ccc([N+](=O)[O-])o2)ccc1NC(=O)c1ccco1,4%,-3,?,-12%
24%,9%,-3%,-6%,-7%,Cc1cc(C)c(N(CC(=O)NC(C)(C)C)C(=O)CNC(=O)c2cccs2)c(C)c1,13%,4,-1%,13%
51%[activator],-3%,-13%[57.1 µM],?,0%,Cc1nnc(NC(=O)CSc2nnc(CCc3nc4ccccc4[nH]3)n2C)s1,0%,-7,-24%,18%[56.9 µM]
5%,-5%,-6%,-18%,-22%,COc1ccc(C2N(C(=O)N(C)C)CCN2S(=O)(=O)c2ccc(OC)cc2)cc1 (stereo not drawn),-8%,3,-8%,23%
23%,-4%,-3%,7%,0%,CC(C)c1ccc(/C=C(/C#N)c2nnc(NC(=O)c3ccccc3)s2)cc1,4%,-1,7%[59 µM],-18%
4%,0%,-17%,10%,-24%[57.4 µM],CC1CCCCN1Cc1ccc(N(C)C)cc1 (stereo not drawn),.,0,-36%,-1%
11%,-17%,-29%,-26%,-21%,C/C(CC(=O)N1CCCC1)=N\NC(=O)c1cc2ccccc2cc1O,7%,-6,?,1%
26%,16µM*,-34%,?,-6%,Cn1c(NCCCN2CCOCC2)nc2c1c(=O)n(Cc1ccc(Cl)cc1)c(=O)n2C,-1%,3,?,8%
32%,1%,-13%,.,-4%,CCOC(=O)[C@@H]1[C@H]2COc3ccccc3[C@@H]2N2C(=O)N(c3cccc(F)c3)C(=O)[C@@]12C,-9%,-1,.,-3%
24%,10%,-12%,0%,-13%,COc1ccc(S(=O)(=O)N(C)CC(=O)Nc2cccc(C(C)=O)c2)cc1,.,-2,-10%[59 µM],2%
14%,0%,4%,2%,-30%,O=C(CNS(=O)(=O)c1ccc(Br)s1)NCc1ccc(F)cc1,-4%,1,7%[59 µM],-2%
-1%,7%,-17%,-15%,-2%,CC1CCN(CCCNC(=O)CCCNC(=O)Cn2cnc3sc4c(c3c2=O)CCCC4)CC1,4%,2,-24%[59 µM],40%
13µM*,14%,18µM*,32µM*,.,CCN(CC)c1ccc(N)cc1,15%,0,-4%[0.501 µM],-8%
26%,24%,-35%,-33%,-20%,Cc1oc2cc(O)cc(O)c2c(=O)c1-c1ccc2c(c1)OCCCO2,.,2,22%[59 µM],29%
19%,.,6%,-17%,-19%,NS(=O)(=O)c1cc(C(=O)N2CCc3ccccc32)c(Cl)cc1Cl,4%,0,-27%[59 µM],-21%
21%,-14%,-24%,-34%,0%,CC(=O)c1ccc(NC(=O)C2=CC(c3ccco3)=NS(=O)(=O)N2C)cc1,6%,-6,?,0%
37%[activator],-2%,-13%,-39%,34%[activator],CC(NC(=O)CCc1nnc(-c2ccccc2)o1)c1ccccc1 (stereo not drawn),-1%,-1,7%,5%
44%[activator],-3%,-6%,2%,0%,Cc1ccc2oc(C(=O)Nc3ccc(S(=O)(=O)N(C)c4ccccc4)cc3)cc(=O)c2c1,-6%,-2,-30%[59 µM],0%
25%,12%,-10%,-8%,3%,COc1ccc(-c2nc3n(n2)C(c2ccccc2)C(C(=O)Nc2cccnc2)=C(C)N3)cc1 (stereo not drawn),12%,-3,-30%[59 µM],-1%
-1%,6%,-31%,15%,0%,COc1ccc(N(CC(=O)N2CCN(Cc3ccccc3)CC2)S(=O)(=O)c2ccccc2)cc1,0%,3,47%[12.7 µM],-27%
19%,14%,12%,-4%,13%,Cc1ccnc(SCc2nc3ccccc3s2)n1,9%,0,-44%[59 µM],41%
10%,-13%,-3%,-1%,-18%,CCOc1ccc(NC(=O)CNC(=O)c2nn(-c3ccc(OC)cc3)c(=O)c3ccccc23)cc1,-12%,-3,0%,7%
